# From PubChem
# West Nile virus CPE: inhibition of WNV-induced cytopathic effect – cell-based, CPE readout (AID 1621) | West Nile virus-infected cells, CPE inhibition; higher % means a stronger effect | one-dose CPE inhibition, % at 10 µM; IC50 in µM for titrated hits | actives 0.02% (n = 290,000); in the data active means a potency from the dose series; inconclusive means CPE inhibition mostly from about 3.7% at the one dose, without a potency; inactive means the rest, 99 in 100 with CPE inhibition below about 2.2%; further: strong numbers were not always called active
# b-catenin transl: alters nuclear translocation of beta-catenin in HeLa cells. nuclear translocation activity, % at 5 µM. actives 0.3% (n = 190,000). AID 1665. immunofluorescence imaging;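 active means nuclear translocation activity above 50% at 5 µM, with a well cell count of 50 or more; inconclusive means wells under 50 cells across six images, flagged as toxic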;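 further: per-cell ratio of nuclear to cytoplasmic median beta-catenin stain intensity; plate controls were DMSO negative control for no effect and GSK-3 inhibitor IX positive control for full effect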
#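 Signal – beta-catenin immunofluorescence imaging with DAPI · Test system – human HeLa cell line · Dosing – 5 µM primary single dose, 0.1% DMSO, 0.02–20 µM confirmation series · Measure – % activation, nuclear-to-cytoplasmic median beta-catenin signal ratio per cell · Incubation – 24 h compound exposure at 37°C, 5% CO2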
# Large T inhibition: SV40 large T antigen inhibitors, biochemical (AID 1903); SV40 large T antigen ATPase/helicase inhibition assay; higher % means a stronger effect; inhibition, % at 20 µM, or IC50 in µM where a hit was titrated; actives 0.39% (n = 310,000); in the data active means a potency from the dose series; inconclusive means inhibition mostly from about 32% at the one dose, without a potency; inactive means the rest, 99 in 100 with inhibition below about 32%; further: strong numbers were not always called active
# WT yeast gro inh: growth inhibition of WT yeast, mitochondrial fusion screen; mitochondrial fusion phenotypic screen, WT strain; inhibition, % at 10 µM; actives 2.1% (n = 190,000); AID 1362; in the data active means inhibition above about 58%; tested in S. cerevisiae
# MgcRacGAP inhibition: MgcRacGAP GTPase-activating activity inhibitors, confirmation, biochemical, ADP Hunter fluorescence; inhibition, % at 30 µM; hits with a dose series show IC50 in µM; MgcRacGAP-stimulated Rac1 GTP hydrolysis, ADP Hunter fluorescence; higher % means a stronger effect; GST-tagged Rac1 F28L mutant substrate; actives 0.6% (n = 340,000);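 active means first-screen hits whose inhibition reached a set limit at any dose in the follow-up dose series; inconclusive means inhibition above the set first-screen limit but never retested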;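 further: fluorescence reports GDP produced by GAP-driven GTP hydrolysis; strong numbers were not always called active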
# Salmonella PhoP GFP: PhoP-dependent GFP reporter repression – Salmonella Typhimurium, primary screen (AID 1863); S. Typhimurium PhoP-regulated promoter GFP reporter, 4 h; higher % means a stronger effect; inhibition, % at 50 µM; hits with a dose series show IC50 in µM; actives 0.16% (n = 300,000);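 active means inhibition over 29.93%, a cutoff 3 SD above the screen mean, later confirmed by dose response; inconclusive means inhibition over 29.93% but no dose response follow-up; inactive means inhibition at most 29.93% or unconfirmed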;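 further: 0% = low Mg2+ inducing control and 100% = high Mg2+ repressing control; strong numbers were not always called active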
# RSV CPE inhibition: inhibition of RSV-induced cytopathic effect – HEp-2 cells, primary 10 µM value included (AID 2391); one-dose CPE inhibition, % at 10 µM; IC50 in µM for titrated hits; HEp-2 cells, RSV-induced CPE inhibition; higher % means a stronger effect; actives 0.13% (n = 310,000); in the data active means a potency from the dose series; inconclusive means CPE inhibition mostly from about 23% at the one dose, without a potency; inactive means the rest, 99 in 100 with CPE inhibition below about 21%; further: strong numbers were not always called active
# T cell HTS: modulates CD8 T cell binding to vesicles. calls only at 7 µM. 2C CD8+ T cell-vesicle binding, flow cytometry; hits give low values. actives 0.068% (n = 330,000);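 active means response, share of CD8 T cells binding vesicles, and their 90th percentile fluorescence all below set limits, cut at about 80% in these data, passing the limit was not always enough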
#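 incubation = binding step 1.5 h, 37 °C, antibody labelling 20 min, ice | test system = 2C mouse CD8+ T cells | read-out basis = percent CD8+ FL2 mean versus row control | controls = Peptide-free naked vesicles (low) and QL9 vesicles with 0.7% DMSO vehicle (high) | detection = flow cytometry of vesicle-bound cells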
# Myeloid diff 2: myeloid differentiation induction | actives 1% (n = 360,000) | AID 624256 | ER-HoxA9 myeloid progenitors, lysozyme-GFP differentiation, flow cytometry | calls only at 10 µM;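 active means normalized GFP-positive differentiation at or above the plate's own cutoff, the solvent-only control mean plus 3 SD; inconclusive means no clear call, values can overlap the other calls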;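 further: cells exposed to compound for four days before flow analysis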
# WT yeast gro inh mutant strain: further read-out of WT yeast gro inh, marked with its call; inhibition, %; mitochondrial fusion phenotypic screen, mutant strain inhibition
# b-catenin transl cell count 5 µM: recorded beside b-catenin transl, whose call it bears; cell count; measured here: cell count, cytotoxicity flag
# T cell HTS vesicle-bound %: also measured in T cell HTS; calls as there; double positive events, %; measured here: CD8+ vesicle-bound cell fraction;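 binding gate set so that unloaded-vesicle control wells show 10% double positive cells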
# Myeloid diff 2 GFP+ MAC1+ %: second read-out of Myeloid diff 2, no call of its own (marks repeat the call); GFP+ MAC1+ double positive, %; measured here: differentiation confirmed by MAC1 staining
# * marks the source's active call; other numbers are inactive results; i = inactive; u = inconclusive; x = no result given.
SMILES,West Nile virus CPE,b-catenin transl,b-catenin transl cell count 5 µM,Large T inhibition,WT yeast gro inh,WT yeast gro inh mutant strain,MgcRacGAP inhibition,Salmonella PhoP GFP,RSV CPE inhibition,T cell HTS,T cell HTS vesicle-bound %,Myeloid diff 2,Myeloid diff 2 GFP+ MAC1+ %
Cc1ccc(C)c(N2CCN(CCN3CCCCC3)CC2)c1,-0.8%,x,x,7%,x,x,u,0%,-2.6%,i,23,i,0.7
CCOC(=O)C1=C(COC(=O)/C=C/c2ccccc2F)NC(=O)NC1C (centres undefined),x,x,x,24%,x,x,-1%,-1%,-1.3%,i,26,i,1.5
O=C(NC(=S)NCc1cccnc1)c1ccc([N+](=O)[O-])cc1,-0.1%,-0.4,1073,8%,-5,37,-2%,-1%,-0.4%,i,34,i,0.8
O=[N+]([O-])c1cc(S(=O)(=O)N2CCCC2)ccc1NCCc1ccccc1,-1.3%,x,x,-2%,-21,13,2%,-10%,1.8%,i,48,i,0.5
COc1ccc(N2C3=[N+](CC2(C)O)c2ccccc2CC3)cc1 (centres undefined),-0.8%,-0.9,1148,15%,0,7,7%,11%,0.8%,i,48,i,3.2
COc1cc(NC(=S)Nc2ccccn2)cc(OC)c1,-0.1%,-1.2,537,10%,16,6,5%,-8%,4.8%,i,44,i,0.7
COc1ccc(S(=O)(=O)N2CCC(C(=O)Nc3ccc4c(c3)OCCO4)CC2)cc1OC,0.0%,1.9,1239,15%,2,4,0%,10%,0.4%,i,32,i,2.9
Cc1cc(C)nc(NS(=O)(=O)c2ccc(N3C(=O)C4CCCCC4C3=O)cc2)n1 (centres undefined),0.2%,x,x,-5%,x,x,4%,3%,0.0%,i,17,i,1.2
CC1CC(C)(C)NC(=S)S1 (centres undefined),0.4%,-0.2,1149,11%,9,-9,9%,13%,1.7%,i,43,i,1.0
CCN(CC(=O)Nc1ccc(NC(C)=O)cc1)C(=O)C1(c2ccccc2)CC1,x,x,x,x,x,x,3%,x,1.1%,i,24,i,0.8
CNC(=O)c1[nH]cnc1C(=O)N[C@@H](CC(C)C)C(=O)OC(C)(C)C,-0.1%,0.2,1008,6%,1,0,11%,-3%,-1.2%,i,32,i,0.4
O=C(COc1ccc2c(-c3ccccc3)cc(=O)oc2c1)Nc1ccc(CCO)cc1,1.3%,x,x,3%,x,x,8%,-1%,3.7%,i,13,i,7.7
CCN1CCN(CC(=O)Nc2sc3c(c2C#N)CCC(C)C3)CC1 (centres undefined),0.5%,1.5,1124,4%,38,39,2%,0%,-3.6%,i,17,i,0.3
CC(C)[C@@H](C(=O)N1CCN(Cc2ccc3c(c2)OCO3)CC1)n1nnc2ccccc2c1=O,-0.8%,x,x,7%,x,x,5%,0%,-0.1%,i,7,i,2.8
O=C1/C(=C\c2cccnc2)CCc2ccccc21,x,-0.5,1474,3%,-5,-9,6%,6%,3.1%,i,43,i,1.3
COc1ccc(C(OC(=O)c2ccco2)C(=O)NCc2ccco2)cc1 (centres undefined),0.4%,-4.9,910,-1%,5,7,8%,-7%,2.7%,i,21,i,1.5
COc1ccc(CCNC(=O)C2CCN(S(=O)(=O)c3ccc(OC)c(OC)c3)CC2)cc1,-1.2%,-2.0,1059,8%,1,10,10%,-12%,-0.3%,i,24,i,1.7
CCCCN(CC)CCCNC(=O)CS(=O)(=O)Cc1nc(-c2cccc(OC)c2)oc1C,-0.3%,-1.6,995,4%,-8,15,8%,-17%,0.7%,i,16,i,0.9
Cc1ccc(/C=N/NC(=O)c2ccoc2C)o1,-0.5%,-5.0,563,11%,6,2,3%,1%,2.7%,i,33,i,0.5
CN(CC(=O)Nc1cccc(F)c1)CC(=O)Nc1ccc(Cl)cc1[N+](=O)[O-],-0.7%,1.5,1054,9%,1,12,7%,-7%,2.3%,i,9,i,0.8
O=C(Nc1ccc(S(=O)(=O)Nc2ncccn2)cc1)c1ccco1,-0.2%,-2.0,1176,5%,25,14,-3%,-20%,0.2%,i,35,i,1.6
Cc1ccc(NS(=O)(=O)c2ccc(-c3ccc(=O)[nH]n3)o2)cc1,-0.1%,x,x,9%,x,x,16%,3%,1.7%,i,5,i,1.4
Cc1nc(SCC(=O)NCc2ccco2)c2oc3ccccc3c2n1,-0.3%,0.6,1221,-8%,4,0,9%,14%,-0.5%,i,30,i,1.1
CCN1CCN(CCCN(Cc2ccco2)C(=S)Nc2ccccc2Cl)CC1,-1.8%,0.7,960,20%,7,4,15%,-6%,-2.4%,i,12,i,0.6
Cc1ccc2nc(C3CCCCC3)[nH]c2c1,-0.7%,x,x,1%,x,x,9%,9%,1.4%,i,56,i,0.3
CCC(C)NC(=O)COC(=O)c1oc2ccccc2c1CSc1ccc(Cl)cc1 (centres undefined),0.6%,-0.8,1002,9%,-4,-19,2%,0%,9.6%,i,33,i,0.3
O=C(Nc1cc(-c2ccccc2)[nH]n1)c1ccccc1F,0.4%,0.1,1378,-2%,x,x,x,-7%,x,i,33,i,0.2
COc1cc(/C=C2/C(=O)ON=C2c2ccccc2)ccc1O,-0.3%,-0.8,962,10µM*,-11,-6,100µM*,-16%,3.1%,i,6,i,0.8
O=C(CNC(=O)c1ccccc1F)OCc1nc2ccc(Cl)cc2n1CCO,x,x,x,x,x,x,1%,x,-0.4%,i,44,i,0.3
CCOc1ccc(N2C(=O)CC(SC(=NC)Nc3ccc(F)cc3)C2=O)cc1 (centres undefined),-0.1%,-3.7,1278,-1%,20,6,-1%,-4%,1.4%,i,28,i,1.4
CCN1CCc2c(sc(NC(=O)c3ccc(S(=O)(=O)N4CCOCC4)cc3)c2C(=O)OC)C1,x,-0.3,1346,19%,10,7,13%,-12%,-1.0%,i,43,i,0.6
COc1ccc(S(=O)(=O)n2ccc(C(C)Oc3ccc(-c4ccccc4)c(F)c3)n2)cc1 (centres undefined),-0.5%,4.3,1003,5%,18,8,3%,-3%,4.4%,i,34,i,1.0
COc1ccc(-c2cc(C(=O)N3CCN(c4ccccc4)CC3)c3ccccc3n2)cc1OC,1.4%,0.1,1031,8%,30,21,3%,-2%,12%,i,38,i,1.0
O=C(NCc1ccc(N2CCCC2=O)cc1)c1cnccn1,-0.2%,x,x,11%,-29,-89,2%,-1%,0.8%,i,17,i,0.4
CC(C)(C)NNC(=S)Nc1cccc(C(F)(F)F)c1,-0.1%,-0.4,1267,16%,x,x,-1%,-14%,1.4%,i,28,i,1.1
COCCn1c(SCC(=O)N(C(C)C)C(C)C)nnc1-c1cc2ccccc2cc1O,-1.1%,-1.2,1390,7%,-4,1,-2%,1%,2.6%,i,24,i,0.8
CCC(C)C(NC(=O)C1CCC(C)CC1)C(=O)NCCCN1CCCCC1CC (centres undefined),0.0%,-1.5,1078,14%,-2,9,-1%,0%,-2.7%,i,27,i,0.4
Cc1onc(-c2ccccc2)c1C(=O)Nc1ccc(C(=O)N2CCCCC2)cc1,-0.6%,x,x,2%,x,x,9%,-9%,3.5%,i,28,i,0.3
Cc1nc(N/N=C\c2ccc3c(c2)OCO3)sc1C,-0.7%,x,x,8%,x,x,16%,-1%,3.8%,i,58,i,0.4
O=S(=O)(/C=C/c1ccccc1)NC1CCCCCCC1,-0.6%,-4.9,606,8%,26,37,5%,10%,14%,i,41,i,0.5
COc1ccc(NC(=O)Cc2ccc(Cl)cc2)cc1NC(=O)c1ccco1,0.0%,x,x,1%,27,1,11%,-1%,14%,i,27,i,1.6

# A stretch from the list above, for reference:
SMILES,West Nile virus CPE,b-catenin transl,b-catenin transl cell count 5 µM,Large T inhibition,WT yeast gro inh,WT yeast gro inh mutant strain,MgcRacGAP inhibition,Salmonella PhoP GFP,RSV CPE inhibition,T cell HTS,T cell HTS vesicle-bound %,Myeloid diff 2,Myeloid diff 2 GFP+ MAC1+ %
CCN1CCc2c(sc(NC(=O)c3ccc(S(=O)(=O)N4CCOCC4)cc3)c2C(=O)OC)C1,x,-0.3,1346,19%,10,7,13%,-12%,-1.0%,i,43,i,0.6
COc1ccc(S(=O)(=O)n2ccc(C(C)Oc3ccc(-c4ccccc4)c(F)c3)n2)cc1 (centres undefined),-0.5%,4.3,1003,5%,18,8,3%,-3%,4.4%,i,34,i,1.0
COc1ccc(-c2cc(C(=O)N3CCN(c4ccccc4)CC3)c3ccccc3n2)cc1OC,1.4%,0.1,1031,8%,30,21,3%,-2%,12%,i,38,i,1.0
O=C(NCc1ccc(N2CCCC2=O)cc1)c1cnccn1,-0.2%,x,x,11%,-29,-89,2%,-1%,0.8%,i,17,i,0.4
CC(C)(C)NNC(=S)Nc1cccc(C(F)(F)F)c1,-0.1%,-0.4,1267,16%,x,x,-1%,-14%,1.4%,i,28,i,1.1
